# Mac1 fbg enh – enhancers of CD11b/CD18 adhesion to fibrinogen, primary screen, K562 cells, luminescence; activation, % at 10 µM; ATPlite luminescence; hit rate 0.07% among 93,000; Integrin beta-2 (Homo sapiens) + Integrin alpha-M (Homo sapiens), P05107+P11215; AID 1499, 2009;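 active = 10 µM primary screen giving 50% or more activity, confirmed by 40% or more on retest at that dose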; also: strong numbers were not always called active; reference of the scale not given here
# Target sequence (P05107 whole entry, looked up, other chains not shown): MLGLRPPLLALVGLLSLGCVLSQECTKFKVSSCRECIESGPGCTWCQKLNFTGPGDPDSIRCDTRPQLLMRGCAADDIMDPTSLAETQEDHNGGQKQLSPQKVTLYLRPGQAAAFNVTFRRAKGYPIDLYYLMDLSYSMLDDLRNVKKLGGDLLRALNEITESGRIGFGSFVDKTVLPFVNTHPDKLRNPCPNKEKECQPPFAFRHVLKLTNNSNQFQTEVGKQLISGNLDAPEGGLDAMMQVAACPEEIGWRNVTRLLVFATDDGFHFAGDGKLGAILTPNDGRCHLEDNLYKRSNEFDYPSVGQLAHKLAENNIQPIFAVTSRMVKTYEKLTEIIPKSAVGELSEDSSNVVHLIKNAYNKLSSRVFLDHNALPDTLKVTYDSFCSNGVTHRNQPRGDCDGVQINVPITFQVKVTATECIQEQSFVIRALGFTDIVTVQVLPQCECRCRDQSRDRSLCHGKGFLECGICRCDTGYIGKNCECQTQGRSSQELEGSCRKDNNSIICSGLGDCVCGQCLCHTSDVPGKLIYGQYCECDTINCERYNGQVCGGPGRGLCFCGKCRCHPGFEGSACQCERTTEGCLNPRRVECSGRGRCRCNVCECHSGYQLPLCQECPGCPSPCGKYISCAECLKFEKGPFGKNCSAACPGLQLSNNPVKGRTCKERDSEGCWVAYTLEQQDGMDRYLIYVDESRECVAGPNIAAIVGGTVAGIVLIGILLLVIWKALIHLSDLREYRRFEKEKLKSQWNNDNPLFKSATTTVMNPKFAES
# MT1-MMP txn act – MT1-MMP promoter reporter activation – cell-based, luciferase luminescence, primary screen; HT1080 MT1-MMP promoter luciferase reporter, overnight; stronger effect = higher value; activation factor at 10 µM; hit rate 0.16% among 86,000; AID 750, 2007;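 active = activation factor of at least 2 for MT1-MMP transcription at 10 µM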
# Mac1 fbg inh – inhibitors of CD11b/CD18 adhesion to fibrinogen, primary screen, K562 cells, luminescence. hit rate 0.54% among 93,000. ATPlite luminescence; Mn2+ added to activate the integrin. inhibition, % at 10 µM. AID 1497, 2009;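 active = primary inhibition of 50% or more at 10 µM, then 40% or more on retest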; also: some results filed as inactive read as strong as hits
# ERa SRC1 pot – enhancers of ERα–SRC-1 coactivator binding, primary screen, biochemical, TR-FRET, ERα LBD, low estradiol | TR-FRET ERalpha-LBD/SRC-Cy5 coactivator binding, 2 h; 100 = basal binding, no effect | coactivator binding (% of control), % at 25.6 µM | hit rate 1.3% among 86,000; in the data active = activity above about 200%;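 also: binding measured in presence of low estradiol as agonist stimulus; 0% = peptide alone without receptor and 100% = receptor with peptide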
# PLAP act – PLAP enzyme activators, biochemical, luminescence, HTS; Alkaline phosphatase, placental type (Homo sapiens), P05187; purified PLAP enzyme, luminescent substrate read-out; stronger effect = higher value; activation fold at 20 µM; hit rate 1.2% among 96,000; AID 696, 2007; in the data active = activation fold above about 2
# Ecoli WT expand – growth inhibitors of wild-type E. coli, primary screen, strain BW25113, expanded library, OD600; growth inhibition, % at 100 µM; OD600 absorbance; hit rate 0.15% among 98,000;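 active = growth inhibition above about 50% at one test dose, limit read from the data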;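 also: growth measured after 20 h incubation at 37 °C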
# ERb coact inh – inhibitors of ERβ-SRC1 coactivator interaction, primary screen, biochemical, TR-FRET, ERβ LBD, SRC-1 peptide; TR-FRET ER-beta LBD / SRC1-Cy5 peptide binding; receptor agonist-loaded with 1 µM estradiol; inhibition, % at 25.6 µM; hit rate 1.3% among 86,000; AID 633, 2007;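 active = compounds whose percent inhibition of the receptor-coactivator binding signal exceeds about 50% in the single-dose screen, limit read from the data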;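 also: 0% = receptor plus peptide wells without compound and 100% = peptide-only wells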
# FAK blocker – FAK kinase inhibitors, primary screen, biochemical. Focal adhesion kinase 1 (Homo sapiens), Q05397. biochemical FAK kinase activity assay. inhibition, %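 (tested at 7 µM)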. hit rate 0.84% among 97,000. AID 727, 2007; in the data active = inhibition above about 19%;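 also: 0% = DMSO and 100% = reference compound high control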
# ERa SRC1 inh – ERα–SRC-1 coactivator interaction inhibitors, primary screen, biochemical, TR-FRET, ERα LBD, estradiol-bound; hit rate 1.7% among 86,000; Estrogen receptor (Homo sapiens), P03372; inhibition, % at 25.6 µM; TR-FRET ER-alpha LBD / SRC-1 peptide; in the data active = inhibition above about 50%;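 also: 0% = receptor plus peptide control and 100% = peptide only without receptor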
# Active calls of the source: *; · = no result given; [ ] = dose if it differs, or a comment.
SMILES,Mac1 fbg enh,MT1-MMP txn act,Mac1 fbg inh,ERa SRC1 pot,PLAP act,Ecoli WT expand,ERb coact inh,FAK blocker,ERa SRC1 inh
COc1ccc(NC(=O)N2CCC(c3nc(-c4cccs4)no3)CC2)cc1,-2.8,1.1,-20.5,107.5,1.3,8.0,-0.4,-2.5,2.0
COc1ccccc1OCC(=O)NNC(=O)c1cnccn1,-0.5,·,-14.4,·,1.8,4.0,·,-2.2,·
COc1ccc(S(=O)(=O)N2CCCC(C(=O)NCCC3=CCCCC3)C2)cc1 (stereo unspecified),0.6,1,-0.6,97.0,1.1,-13.0,-3.6,2.9,2.1
COc1ccccc1N(O)C1CC(=O)N(c2ccc(F)cc2)C1=O (stereo unspecified),7.2,1.2,-27.4,95.0,1.1,3.0,9.0[fluorescence artefact?],·,-3.6[fluorescence artefact?]
NC(=O)CCc1c[nH]c2ccccc12,1.2,1.3,-10.0,99.1,1,3.0,0.8[fluorescence artefact?],7.0,-4.2[fluorescence artefact?]
CCOc1ccc(CCNS(=O)(=O)c2c(C)n[nH]c2C)cc1OCC,0.0,1.1,-3.8,110.0,1.2,6.0,-3.4,0.8,-3.0
CCCS(=O)(=O)n1nc(-c2ccc(Br)cc2)cc1N,-0.9,1.1,-5.8,105.2,0.7,1.0,9.8,·,3.4
COC(=O)c1cc(OC)c(OC)cc1N=CC1=C(O)CC(C)(C)CC1=O,-1.0,1.1,-7.1,111.6[fluorescence artefact?],1.7,-1.0,2.8,1.2,1.5
Cc1ccc(/C=N/c2sc3c(c2C#N)CCC3)o1,·,1.4,·,92.4[fluorescence artefact?],1.1,4.0,-16.0,1.7,-1.1
COc1ccc(-c2n[nH]c(=S)n2C2CCCCC2)cc1,-1.9,1.1,-5.2,93.8,2*,3.0,-3.3,1.6,-2.7
COc1ccc(C2=NOC(C(=O)Nc3ccc(C(C)=O)cc3)C2)cc1OC (stereo unspecified),·,1.1,·,95.7,1.2,-2.0,5.7,-8.1,-1.9
Cc1cc(C)c(C(N)=O)c(Nc2cccc(Cl)c2C)n1,-4.4,1,0.2,92.5,1.2,2.0,10.0,1.1,22.4
COc1ccc(-c2nc(N)n[nH]2)cc1,-2.6,1.2,4.8,94.1,1,3.0,-3.3,2.4,14.2
CN(C)CCCNC(=O)c1ccc(CN(c2ccccc2)S(C)(=O)=O)cc1,-1.0,1.1,-4.6,192.1,1,4.0,-1.7,·,-2.6
CCCCS(=O)(=O)/C=C/[C@H]1[C@H](S(=O)(=O)CCCC)[C@H]2C=C[C@@H]1C2,·,1.2,·,107.8,·,·,3.0,-0.2,3.8
COc1ccc(S(=O)(=O)NNC(=O)c2cc3c4ccccc4n(C)c3s2)cc1,-0.8,·,-8.8,·,0.9,-8.0,·,-1.2,·
COCc1nnc(NC(=O)CCCOc2ccccc2)s1,·,1,·,95.2,1,1.0,0.9,-0.3,-5.5
O=C(O)c1ccc(COc2ccc(CO)cc2Cl)cc1,0.1,1.7,-9.9,102.7,0.8,0.0,-1.1[fluorescence artefact?],-2.7,-1.9
CCOC(=O)N1CCN(c2c(NCCN(C)Cc3ccccc3)c(=O)c2=O)CC1,-1.5,1.1,1.4,121.9,1.2,-3.0,-4.7,·,-8.8
Oc1c(C(c2ccc(F)cc2)N2CCc3ccccc3C2)sc2ncnn12 (stereo unspecified),·,1,·,88.6[fluorescence artefact?],·,-6.0,-2.2,·,-3.8
CCn1cnc2cc(NCc3ccc(OC)cc3)ccc21,-3.2,1.7,2.1,105.0,1,21.0,-14.0,0.0,2.0
Cc1ccc(S(=O)(=O)N2CCN(C(=O)CC3CCCC3)CC2)cc1,1.6,1.2,8.3,·,1,-3.0,·,6.2,·
Cc1csc(C2=C(O)CN(c3ccc4c(c3)OCCOCCOCCOCCO4)C2=N)n1,-1.1,·,-0.6,·,1.9,3.0,·,7.8,·
O=C(N/N=C/C(Cl)=C\c1ccccc1)c1cnccn1,1.7,1.6,-48.1,82.8,1.1,3.0,-2.4,1.3,-4.0[fluorescence artefact?]
Cc1ccc(N(CC(=O)N2CCn3c2nc2ccccc23)S(=O)(=O)c2c(C)n[nH]c2C)cc1,0.2,1,-23.6,94.7,0.9,-10.0,-7.3[fluorescence artefact?],-0.9,-3.3[fluorescence artefact?]
Cc1ccc(C)c(/C(O)=C2\C(=O)C(=O)N(CCCn3ccnc3)C2c2ccncc2)c1 (stereo unspecified),·,1.2,·,106.4,1.2,3.0,8.2,2.1,-1.4
Clc1cccc(Cl)c1CSc1nnc(-c2sccc2-n2cccc2)o1,-6.3,·,-7.1,·,0.9,-19.0,·,8.1,·
CCOC(=O)CSc1nnc(Cc2ccccc2)n1-c1cccc(Cl)c1,3.2,1.3,6.0,94.1,1.4,-14.0,-5.5,2.2,10.1
Cc1ccccc1-c1nc(S(=O)(=O)c2ccc(Br)cc2)c(NCc2cccnc2)o1,-1.8,1,15.6,100.9,1.7,-11.0,-14.2,2.8,4.0
COc1ccc(C2=NOC(C(=O)Nc3cc(C)nn3-c3ccccc3)C2)cc1OC (stereo unspecified),0.4,1.1,3.7,117.3,1,0.0,4.8,0.1,0.1
Cc1cccc(C)c1NC(=O)C1(NC(=O)c2cnccn2)CCCCC1,-3.2,1.1,2.3,122.5,1,-6.0,-12.0,·,-2.2
N#Cc1c(NC(=O)CSc2n[nH]c(Cc3ccccc3)n2)oc(-c2ccccc2)c1-c1ccccc1,-10.7,1,86.2,103.9,1.7,-13.0,-14.0,-4.3,-22.3
CN(CCOc1ccc(Cl)cc1)c1ccc(S(=O)(=O)N2CCCCC2)cn1,-1.6,1.2,9.8,235.7*[fluorescence artefact?],1.3,-9.0,14.9[fluorescence artefact?],-0.8,17.1[fluorescence artefact?]
O=C1Nc2ccc(S(=O)(=O)NCc3ccco3)c3cccc1c23,·,1.1,·,48.3[fluorescence artefact?],·,·,58.1*[fluorescence artefact?],19.4*,44.2[fluorescence artefact?]
N#Cc1ccc2ccn(CC(=O)NCc3ccco3)c2c1,0.0,·,-18.8,83.0,0.8,-7.0,10.2,2.7,13.9
Cc1ccc(C(=O)N2CCN(c3ccccc3)CC2)cc1S(=O)(=O)N1CCCC1,-5.1,1.2,6.6,91.6,1.5,0.0,-15.3[fluorescence artefact?],·,-9.6
Cn1c(=O)[nH]c(=O)c2c1nc(N1CCOCC1)n2CCSc1ncccn1,·,1.1,·,114.5,·,·,-16.8,0.7,-19.0
COc1ccccc1NC(=O)COC(=O)c1cnccn1,-0.2,1.2,-11.6,113.1,0.9,5.0,-8.4,0.0,11.2
CC1=NN(/C(=N\c2nnc(C)s2)Nc2ccccc2)[C@H](c2cccc3ccccc23)S1,·,1.1,·,86.5,·,·,12.4[fluorescence artefact?],4.0,3.6[fluorescence artefact?]
c1ccc(CNc2nc(N3CCOCC3)nc(N3CCOCC3)n2)cc1,·,1.1,·,108.4,·,·,-2.4,-0.5,-0.7
COc1ccc(CNC(=O)c2ccc3c(c2)N(C)C(=O)CS3=O)cc1 (stereo unspecified),-5.0,1.2,-13.5,100.7[fluorescence artefact?],1.3,1.0,-5.3,-2.7,-4.3
CN(C)c1nc(N(C)C)nc(N2CCCCC2)n1,1.9,1,-21.2,107.1[fluorescence artefact?],1.1,9.0,-14.9,4.5,-10.3
O=C(c1ccc2snnc2c1)N1CCCC1,1.7,1,-25.6,130.0[fluorescence artefact?],0.8,4.0,-5.5,3.3,-9.7
CC(C)OC(=O)CN1C(=O)C(C)(C)Oc2ccc(C(=O)NC(C)(C)C)cc21,1.8,1.1,-13.6,107.3,1.3,-1.0,-4.6,-3.1,7.1
CCCCc1nc2ccccc2c(NC(=O)CN(CC)CC)c1CCC,-2.9,1,2.7,98.1,1.3,-2.0,0.3,0.3,2.7
O=C(N1CCOCC1)C12CC3CC(C1)CC(c1ccccc1)(C3)C2,-4.5,1.4,-8.3,101.1,1.2,-10.0,-7.8,-3.8,-2.4
O=C(Cn1cnc2ccccc21)OCC(=O)N1CCc2ccccc2C1,-0.3,1.1,-0.7,90.6,1,3.0,1.0,·,7.4[fluorescence artefact?]
COc1cccc(C2CC(c3ccccc3)n3ncnc3N2)c1 (stereo unspecified),-2.0,·,-10.0,116.0,1,-2.0,-0.8,-1.4,-7.2
COc1ccc(OC)c(C(=O)CSc2nnnn2C)c1,-0.2,1.1,83.4,110.1,1.1,3.0,-8.3,·,-9.8
CC(=O)NCc1ccc(-c2csc(N)n2)s1,-3.7,1.1,7.8,111.8,1.2,2.0,4.2,-1.7,-4.8

# Further records
SMILES,Mac1 fbg enh,MT1-MMP txn act,Mac1 fbg inh,ERa SRC1 pot,PLAP act,Ecoli WT expand,ERb coact inh,FAK blocker,ERa SRC1 inh
COc1cccc(NC(=O)CSc2nc3ccccc3c(=O)n2CCCC(=O)N2CCCC2)c1,-3.8,1.1,-5.1,107.2,1.3,-15.0,-4.3,-4.0,-6.2
C/C(CCc1oc2ccccc2c1-c1ccc(C)o1)=N/O,-6.5,1.2,6.8,63.7,1.2,8.0,-0.6,7.4,5.7
CC(NS(C)(=O)=O)C(c1cccs1)N1CCN(c2ccccc2)CC1 (stereo unspecified),·,1.2,·,103.0,·,·,-19.4,1.1,-25.7
COc1cc(S(=O)(=O)N(Cc2ccccn2)Cc2ccco2)ccc1-n1cnnn1,·,1.2,·,108.7,·,·,-21.6[fluorescence artefact?],-0.2,-15.2
CCCC(CCC)C(=O)Nc1c[nH]c(=O)[nH]c1=O,-1.9,0.9,-34.6,76.0[fluorescence artefact?],0.8,2.0,-4.2,-0.1,-2.9
CCNC(=O)/C(=C\c1ccc2c(c1)OCO2)NC(=O)c1ccc(Br)cc1,3.1,·,-0.4,·,0.9,6.0,·,-1.1,·
CCS(=O)(=O)N1CCC(C(=O)NCc2cc(OC)ccc2OC)CC1,-1.6,1.2,7.8,101.8,1.3,-7.0,-4.8,-1.1,-11.1
Cc1cc(C(=O)CN2C(=O)C3CC=CCC3C2=O)c(C)n1-c1ccccc1 (stereo unspecified),-0.8,0.6,12.7,118.6[fluorescence artefact?],1.4,0.0,-6.2,·,-7.0
Cc1nn(Cc2ccc(Cl)cc2)c(C)c1N,·,1.2,·,112.1,·,·,-4.9,-11.5,2.2

# Structures from the list above with a Cl atom (seven):
SMILES,Mac1 fbg enh,MT1-MMP txn act,Mac1 fbg inh,ERa SRC1 pot,PLAP act,Ecoli WT expand,ERb coact inh,FAK blocker,ERa SRC1 inh
Cc1cc(C)c(C(N)=O)c(Nc2cccc(Cl)c2C)n1,-4.4,1,0.2,92.5,1.2,2.0,10.0,1.1,22.4
O=C(O)c1ccc(COc2ccc(CO)cc2Cl)cc1,0.1,1.7,-9.9,102.7,0.8,0.0,-1.1[fluorescence artefact?],-2.7,-1.9
O=C(N/N=C/C(Cl)=C\c1ccccc1)c1cnccn1,1.7,1.6,-48.1,82.8,1.1,3.0,-2.4,1.3,-4.0[fluorescence artefact?]
Clc1cccc(Cl)c1CSc1nnc(-c2sccc2-n2cccc2)o1,-6.3,·,-7.1,·,0.9,-19.0,·,8.1,·
CCOC(=O)CSc1nnc(Cc2ccccc2)n1-c1cccc(Cl)c1,3.2,1.3,6.0,94.1,1.4,-14.0,-5.5,2.2,10.1
CN(CCOc1ccc(Cl)cc1)c1ccc(S(=O)(=O)N2CCCCC2)cn1,-1.6,1.2,9.8,235.7*[fluorescence artefact?],1.3,-9.0,14.9[fluorescence artefact?],-0.8,17.1[fluorescence artefact?]
Cc1nn(Cc2ccc(Cl)cc2)c(C)c1N,·,1.2,·,112.1,·,·,-4.9,-11.5,2.2
